TcdB inh = TcdB glycohydrolase inhibitors, primary screen, biochemical, single point, plate reader. Toxin B (Clostridioides difficile), P18177. TcdB glycohydrolase enzymatic assay. inhibition, % at 9.99 µM. 0.24% of 350,000 active. AID 652162, 2013; in the data active means inhibition above about 10%
BioA inh = M. tuberculosis BioA enzyme inhibitors, primary screen, biochemical, plate reader, single point, HTS | 7,8-diaminopelargonic acid synthase BioA (Mycobacterium tuberculosis) | purified M. tuberculosis BioA enzyme | inhibition, % at 9.99 µM | 0.096% of 360,000 active | AID 602481, 2012; in the data active means inhibition above about 40%
* marks the source's active call; other numbers are inactive results.

SMILES,TcdB inh,BioA inh
CC(=O)N(C)C[C@H]1Oc2ncc(C#Cc3ccccc3F)cc2C(=O)N([C@H](C)CO)C[C@H]1C,0.4,0.5
CCCN1[C@H](C(=O)NCCCN2CCOCC2)[C@@H](CO)[C@@H]2Cn3c(ccc(-c4ccncc4)c3=O)[C@@H]21,0.6,-1.5
Cn1cnc(S(=O)(=O)N2CCCCN3[C@H](CO)[C@H](c4ccc(C#CC5CCCC5)cc4)[C@@H]3C2)c1,-0.1,-4.5
NCC[C@@H]1CC[C@@H](NC(=O)C2CCCC2)[C@@H](CO)O1,0.4,1.7
C[C@@H]1CN([C@@H](C)CO)S(=O)(=O)c2ccc(C#Cc3ccccc3)cc2O[C@H]1CN(C)S(=O)(=O)c1ccccc1F,-0.7,-1.4
CC(C)NC(=O)N(C)C[C@H]1Oc2ncc(C3=CCCCC3)cc2C(=O)N([C@H](C)CO)C[C@H]1C,1.0,0.4
O=C(N[C@@H]1CC[C@@H](CCNS(=O)(=O)c2ccc(F)cc2)O[C@H]1CO)C1CCC1,0.4,-1.8
C[C@H]1CN([C@@H](C)CO)C(=O)c2cc(NS(=O)(=O)c3ccc(F)cc3)ccc2O[C@H]1CN(C)S(=O)(=O)c1ccc(F)cc1,-6.4,-2.2
Cc1ccc(S(=O)(=O)Nc2ccc3c(c2)C(=O)N([C@@H](C)CO)C[C@@H](C)[C@@H](CN(C)C(=O)Nc2c(C)noc2C)O3)cc1,-0.7,2.3
C[C@@H]1CN([C@H](C)CO)C(=O)c2cccc(NC(=O)c3ccc(-c4nccs4)cc3)c2O[C@@H]1CN(C)C(=O)Nc1ccc2c(c1)OCO2,0.0,0.0
CC(=O)NC[C@H]1[C@H](c2ccc(-c3cccnc3)cc2)[C@@H](CO)N1C(=O)C1CC1,0.1,4.9
C[C@H](CO)N1C[C@H](C)[C@H](CN(C)C(=O)NC2CCCC2)Oc2ncc(C#CC3CCCCC3)cc2C1=O,-10,-0.9
Cc1noc(C)c1NC(=O)Nc1ccc2c(c1)CC(=O)N([C@@H](C)CO)C[C@@H](C)[C@@H](CN(C)CC1CC1)O2,-0.7,-0.8
CN(C)CCCNC(=O)C[C@H]1CC[C@H]2[C@H](COc3ccc(NC(=O)c4ccccc4F)cc3C(=O)N2C)O1,0.4,-0.3
CN1CCN(C(=O)C[C@H]2CC[C@@H]3[C@H](COC[C@@H](O)CN3C(=O)Nc3ccc4c(c3)OCO4)O2)CC1,-0.5,0.1
O=C(C[C@@H]1C=C[C@H](NC(=O)Cc2ccccn2)[C@H](CO)O1)NCCc1ccncc1,-0.5,-3.2
C[C@@H]1CCCCO[C@@H](CN(C)Cc2ccccc2)[C@H](C)CN([C@@H](C)CO)C(=O)c2cc(NC(=O)NC3CCCCC3)ccc2O1,-0.3,2.6
O=C(C[C@@H]1CC[C@@H]2[C@H](COC[C@@H](O)CN2Cc2ccccc2)O1)N[C@H]1CCN(Cc2ccccc2)C1,-3.5,-1.7
COc1cccc(-c2cn(CC[C@H]3CC[C@@H](NC(C)=O)[C@H](CO)O3)nn2)c1,0.3,0.4
C[C@H]1CN([C@@H](C)CO)C(=O)CCCn2cc(nn2)CO[C@H]1CN(C)C(=O)NC1CCCC1,0.6,1.8

Grouped by structure, those above with two or more sulfur atoms (2)
SMILES,TcdB inh,BioA inh
C[C@@H]1CN([C@@H](C)CO)S(=O)(=O)c2ccc(C#Cc3ccccc3)cc2O[C@H]1CN(C)S(=O)(=O)c1ccccc1F,-0.7,-1.4
C[C@H]1CN([C@@H](C)CO)C(=O)c2cc(NS(=O)(=O)c3ccc(F)cc3)ccc2O[C@H]1CN(C)S(=O)(=O)c1ccc(F)cc1,-6.4,-2.2

The listing picks up, starting 2 compounds before the break.
SMILES,TcdB inh,BioA inh
COc1cccc(-c2cn(CC[C@H]3CC[C@@H](NC(C)=O)[C@H](CO)O3)nn2)c1,0.3,0.4
C[C@H]1CN([C@@H](C)CO)C(=O)CCCn2cc(nn2)CO[C@H]1CN(C)C(=O)NC1CCCC1,0.6,1.8
CN(C)CCCNC(=O)C[C@H]1CC[C@@H](NC(=O)c2ccccc2F)[C@H](CO)O1,0.0,-2.5
Cc1noc(C)c1NC(=O)Nc1ccc2c(c1)C(=O)N(C)[C@H]1CC[C@H](CC(=O)N[C@@H]3CCN(Cc4ccccc4)C3)O[C@H]1CO2,-1.3,-1.4
COc1ccc(S(=O)(=O)N(C)C[C@@H]2Oc3c(NC(=O)C4CCOCC4)cccc3C(=O)N([C@@H](C)CO)C[C@@H]2C)cc1,0.0,-1.3
COc1ccc(-c2cn(CC[C@@H]3CC[C@@H](NC(=O)NC(C)C)[C@@H](CO)O3)nn2)cc1,0.3,-0.3
C[C@@H]1CCCCO[C@@H](CN(C)Cc2ccc(C(F)(F)F)cc2)[C@@H](C)CN([C@@H](C)CO)C(=O)c2cc(NC(=O)NC3CCCCC3)ccc2O1,-1.6,-0.5
C[C@@H]1CN([C@H](C)CO)C(=O)c2ccccc2-c2ccccc2CO[C@H]1CN(C)C(=O)Oc1ccccc1,-1.5,2.0
COc1ccc(S(=O)(=O)N(C)C[C@H]2Oc3ccc(NC(=O)Cc4cn(C)c5ccccc45)cc3C(=O)N([C@H](C)CO)C[C@@H]2C)cc1,-1.5,-0.1
CC(C)CC#Cc1ccc2c(c1)O[C@H](CN(C)C(=O)Cc1ccncc1)[C@H](C)CN([C@@H](C)CO)S2(=O)=O,-2.3,-1.6
C[C@@H]1CN([C@@H](C)CO)C(=O)Cc2cc(NC(=O)C3CC3)ccc2O[C@@H]1CN(C)C(=O)Nc1ccccc1,0.9,-2.4
COc1ccccc1NC(=O)N1CC[C@@H]2[C@@H](CO)N(C)c3ccc(-c4ccc(F)cc4)cc3[C@@H]21,-1.6,-0.8
N#Cc1ccc(-c2ccc([C@@H]3[C@@H](CO)N4CCCCN(C(=O)Cc5ccccc5)C[C@H]34)cc2)cc1,0.4,3.4
COc1ccc(CN(C)C[C@H]2OCCCC[C@H](C)Oc3ccc(NS(=O)(=O)c4cccs4)cc3C(=O)N([C@H](C)CO)C[C@@H]2C)cc1,-0.2,0.6
CCCC#Cc1ccc2c(c1)O[C@H](CN(C)Cc1ccncc1)[C@@H](C)CN([C@@H](C)CO)S2(=O)=O,-0.3,2.1
O=C(N[C@H]1CC[C@@H](CCNS(=O)(=O)c2cccc(Cl)c2)O[C@H]1CO)c1ccncc1,0.1,-2.2
COc1ccc(/C=C2\SC(=S)N(CCCC(=O)NC34CC5CC(CC(O)(C5)C3)C4)C2=O)cc1,-0.7,-0.9
O=C(C[C@@H]1CC[C@@H](NS(=O)(=O)c2ccc(F)cc2)[C@@H](CO)O1)NCc1ccncn1,-0.5,2.2
COc1ccc(S(=O)(=O)N(C)C[C@H]2OCCCC[C@@H](C)Oc3ccc(NS(=O)(=O)c4ccc(F)cc4)cc3C(=O)N([C@@H](C)CO)C[C@@H]2C)cc1,0.8,2.2
COc1ccc(-c2ccc3n(c2=O)C[C@H]2[C@H](CO)[C@@H](C(=O)N(C)C)[C@@H]3N2Cc2ccncc2)cc1,-0.4,-1.2
C[C@H](CO)N1C[C@H](C)[C@H](CN(C)C(=O)CN(C)C)Oc2ncc(C#CC(C)(C)O)cc2C1=O,-1.6,-1.6
C[C@@H]1CN([C@H](C)CO)C(=O)Cc2cc(NC(=O)CCCCCC(=O)Nc3ccccc3N)ccc2O[C@@H]1CN(C)CC1CC1,-0.3,-1.7

The listing continues:
SMILES,TcdB inh,BioA inh
O=C(C[C@@H]1CC[C@@H]2[C@H](COC[C@@H](O)CN2Cc2ccc(Oc3ccccc3)cc2)O1)Nc1nccs1,-0.8,-0.1
CCCC#Cc1ccc2c(c1)O[C@@H](CN(C)C(=O)Nc1ccccc1F)[C@H](C)CN([C@@H](C)CO)S2(=O)=O,-0.8,-3.7
C[C@@H]1CN([C@H](C)CO)C(=O)c2cc(NC(=O)Cc3cn(C)c4ccccc34)ccc2O[C@H]1CN(C)C,-5.7,-5.6
CCCN(C)C[C@H]1Oc2ncc(-c3ccccc3)cc2C(=O)N([C@H](C)CO)C[C@@H]1C,-0.7,-1.7
C[C@H]1CN([C@@H](C)CO)C(=O)Cc2cc(NS(=O)(=O)c3ccc(Cl)cc3)ccc2O[C@H]1CN(C)C(=O)Nc1ccccc1,1.2,-2.5
C[C@@H]1CN([C@H](C)CO)C(=O)c2cc(NC(=O)c3ccncc3)ccc2O[C@@H]1CN(C)S(=O)(=O)c1ccc(Cl)cc1,1.5,1.4
COCC(=O)N(C)C[C@@H]1Oc2ncc(-c3ccccc3OC)cc2C(=O)N([C@@H](C)CO)C[C@H]1C,0.0,-4.9
C[C@@H]1CN([C@@H](C)CO)C(=O)c2cc(-c3cccc(F)c3)cnc2O[C@H]1CN(C)C(=O)C1CCOCC1,0.4,3.2
CCC(=O)Nc1ccc2c(c1)OC[C@H](C)N(C(=O)CC1CC1)C[C@@H](C)[C@H](OC)CN(C)C2=O,-6.0,-2.7
C[C@H](O)C#Cc1cnc2c(c1)C(=O)N([C@H](C)CO)C[C@H](C)[C@H](CN(C)C(=O)c1ccc(F)cc1)O2,0.2,-0.6
CCCNC(=O)N1C[C@@H](O)COC[C@@H]2O[C@@H](CC(=O)OC)CC[C@H]21,-0.1,-0.6
COc1ccccc1CNC(=O)C[C@H]1C[C@@H]2c3cc(NC(=O)Nc4ccccc4F)ccc3O[C@@H]2[C@H](CO)O1,-0.5,-0.8
C[C@@H]1CN([C@@H](C)CO)C(=O)c2cccc(NS(C)(=O)=O)c2O[C@H]1CN(C)Cc1ccc(C(F)(F)F)cc1,-0.3,-1.5
CNC[C@H]1Oc2ccc(NS(=O)(=O)c3cccs3)cc2CC(=O)N([C@H](C)CO)C[C@H]1C,-0.5,-5.0
O=C(C[C@@H]1CC[C@@H](NC(=O)NC2CCCCC2)[C@@H](CO)O1)NCc1ccc(F)cc1,-3.0,-1.7
CCC(=O)Nc1ccc2c(c1)C(=O)N(C)C[C@H](OC)[C@H](C)CN(CCC(F)(F)F)[C@H](C)CO2,0.7,0.3
C[C@@H]1CCCCO[C@@H](CN(C)C(=O)Nc2ccc3c(c2)OCO3)[C@@H](C)CN([C@H](C)CO)C(=O)c2cc(NC(=O)CCCN(C)C)ccc2O1,0.1,-1.4
COc1ccc(S(=O)(=O)Nc2ccc3c(c2)C(=O)N([C@H](C)CO)C[C@@H](C)[C@@H](CN(C)C(=O)Nc2ccccc2)O3)cc1,0.1,2.1
CN(C)CC(=O)N1[C@H](C#N)[C@H](c2ccc(C#CC3CCCCC3)cc2)[C@H]1CO,-1.9,-0.6
CC(C)CC#Cc1cnc2c(c1)C(=O)N([C@@H](C)CO)C[C@@H](C)[C@@H](CN(C)S(=O)(=O)c1cn(C)cn1)O2,-0.3,-2.5

Copied from the list:
CCC(=O)Nc1ccc2c(c1)OC[C@H](C)N(C(=O)CC1CC1)C[C@@H](C)[C@H](OC)CN(C)C2=O in BioA inh shows -2.7
CCCNC(=O)N1C[C@@H](O)COC[C@@H]2O[C@@H](CC(=O)OC)CC[C@H]21 in TcdB inh shows -0.1
O=C(C[C@@H]1CC[C@@H](NC(=O)NC2CCCCC2)[C@@H](CO)O1)NCc1ccc(F)cc1 in TcdB inh shows -3.0

Full records, looked up by structure. Screens in order: TcdB inh	BioA inh
`CCCNC(=O)N1C[C@@H](O)COC[C@@H]2O[C@@H](CC(=O)OC)CC[C@H]21` across the screens: -0.1	-0.6
`CCCC#Cc1ccc2c(c1)O[C@@H](CN(C)C(=O)Nc1ccccc1F)[C@H](C)CN([C@@H](C)CO)S2(=O)=O` across the screens: -0.8	-3.7

(next part)
SMILES,TcdB inh,BioA inh
O=C(C1CCCC1)N1CCCCN2[C@H](CO)[C@@H](c3ccc(-c4cccc(F)c4)cc3)[C@@H]2C1,0.1,0.4
CCCNC(=O)Nc1ccc2c(c1)C(=O)N(C)[C@@H]1CC[C@@H](CC(=O)NCCCN(C)C)O[C@@H]1CO2,-2.2,1.1
Cc1noc(C)c1NC(=O)N(C)C[C@@H]1OCCCC[C@@H](C)Oc2ccc(NS(=O)(=O)c3cccs3)cc2C(=O)N([C@H](C)CO)C[C@@H]1C,0.7,-3.5
COc1ccccc1-c1cn(CC[C@H]2CC[C@@H](NC(=O)NC(C)C)[C@H](CO)O2)nn1,0.1,1.6
C[C@H]1CN([C@@H](C)CO)C(=O)c2cccc(NC(=O)NC3CCCCC3)c2O[C@@H]1CN(C)S(=O)(=O)c1cccs1,2.3,-1.5
CO[C@@H]1CN(C)C(=O)c2ccc(NC(C)=O)cc2OC[C@H](C)N(Cc2ccncc2)C[C@H]1C,-1.1,0.3
C[C@H](CO)N1C[C@H](C)[C@H](CN(C)S(=O)(=O)c2cccs2)Oc2ccc(NC(=O)C3CCCCC3)cc2CC1=O,0.1,1.9
CNC[C@@H]1OCCCC[C@H](C)Oc2ccc(NC(=O)Nc3ccc(OC)cc3)cc2C(=O)N([C@@H](C)CO)C[C@@H]1C,1.0,-1.6
C[C@@H]1CN([C@@H](C)CO)C(=O)Cc2cc(NS(=O)(=O)c3cccs3)ccc2O[C@H]1CN(C)S(C)(=O)=O,-0.9,-1.0
C[C@H](CO)N1C[C@H](C)[C@H](CN(C)C(=O)CN2CCOCC2)Oc2ncc(C3=CCCC3)cc2C1=O,0.7,-1.0
O=C(C[C@@H]1C=C[C@H](NC(=O)C2CCC2)[C@H](CO)O1)Nc1nccs1,-1.3,-1.9
CO[C@@H]1CN(C)C(=O)c2cc(NC(=O)c3cnccn3)ccc2OC[C@@H](C)N(CCc2ccccc2)C[C@H]1C,2.3,-0.6
COc1ccc(NC(=O)N(C)C[C@@H]2Oc3c(NS(=O)(=O)c4ccc(C)cc4)cccc3C(=O)N([C@@H](C)CO)C[C@H]2C)cc1,-1.6,0.9
CCNC(=O)C[C@H]1CC[C@H]2[C@@H](COc3ccc(NC(=O)c4ccc(F)cc4)cc3C(=O)N2C)O1,-0.2,-1.1
CC(=O)NC[C@H]1[C@@H](c2ccc(-c3ccccc3)cc2)[C@H](CO)N1C(=O)C1CC1,-1.0,-4.2

These rows are one share of the data; count on the stated rates, not on these rows.
